Tb PYK inh: qHTS of Trypanosoma Brucei Inhibitors; pyruvate kinase (Trypanosoma brucei), Q57TT1; TbPYK enzyme, Kinase-Glo Plus ATP luminescence, 45 min; Potency, µM (highest dose often 76.8 µM), for the others: at the highest dose activity, negative = inhibition, usual class: inhibitors; 410,000 tested, 0.12% active; AID 624173, 2012; note: potency is the fitted concentration of half-maximal effect; % is set by controls: 0 for no effect and ±100 for the full control effect; nearly all actives have a fitted effect of over 50% in size
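TbPYK + substrate in 50 mM TEA pH 7.2, 100 mM KCl, 10 mM MgCl2, 0.05% BSA, 0.01% Tween-20; cpd pinned; ADP 130 uM final; 45 min RT; Kinase-Glo Plus 10 min; luminescence endpoint.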
Pf growth 96h: Primary qHTS for delayed death inhibitors of the malarial parasite plastid, 96 hour incubation | P. falciparum luciferase reporter growth, 96 h | AID 504834, 2011 | Potency, µM (highest dose often 28.7 µM), for the others: at the top dose activity change, negative = inhibition, actives largely listed as inhibitors | 320,000 tested, 6.9% active; note: potency is the fitted concentration of half-maximal effect; % is set by controls: 0 for no effect and ±100 for the full control effect
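Parasite growth measured via integrated firefly luciferase reporter in P. falciparum. Infected erythrocytes at 2% hematocrit, 0.05% parasitemia final were treated 96 hours at 37 C under 5% CO2, and luminescence was read.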
Shiga inhibitor: A qHTS for Small Molecule Inhibitors of Shiga Toxin; Vero cells, Shiga toxin protein synthesis inhibition reporter; inhibition, % at 38.7 µM; 290,000 tested, 9.2% active; AID 2315, 2010; in the data active = inhibition mostly above about 28%, no sharp cut-off; inactive = mostly below about 43%; note: 0% is about no effect
LmPK inhibitor: qHTS Assay for Inhibitors of Leishmania Mexicana Pyruvate Kinase (LmPK); Q27686; purified LmPK, Kinase-Glo ATP luminescence, 1 h; Potency, µM (doses to about 57.5 µM), inactives show top-dose activity change, negative = inhibition, hits mostly inhibitors; 290,000 tested, 0.37% active; AID 1721, 2009; note: potency is the fitted concentration of half-maximal effect; % is set by controls: 0 for no effect and ±100 for the full control effect
Target sequence (Q27686 whole entry, looked up): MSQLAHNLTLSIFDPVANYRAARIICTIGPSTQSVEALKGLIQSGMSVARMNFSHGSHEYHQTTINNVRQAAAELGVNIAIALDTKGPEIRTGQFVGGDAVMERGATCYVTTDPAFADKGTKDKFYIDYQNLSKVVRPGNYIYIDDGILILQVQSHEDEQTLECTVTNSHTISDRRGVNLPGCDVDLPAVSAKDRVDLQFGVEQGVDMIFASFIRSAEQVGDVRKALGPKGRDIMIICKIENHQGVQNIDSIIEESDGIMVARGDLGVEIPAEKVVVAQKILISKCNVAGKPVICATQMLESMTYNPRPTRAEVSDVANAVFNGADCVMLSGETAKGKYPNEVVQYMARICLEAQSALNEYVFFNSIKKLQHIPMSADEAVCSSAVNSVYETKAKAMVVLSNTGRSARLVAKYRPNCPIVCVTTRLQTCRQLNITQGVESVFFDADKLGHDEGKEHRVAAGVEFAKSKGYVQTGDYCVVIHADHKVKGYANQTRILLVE
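Pyruvate kinase activity monitored as ATP production (luciferase luminescence). Conditions: 0.1 nM enzyme, 0.5 mM PEP, 0.1 mM ADP, 1 h, RT; normalized against uninhibited and no-enzyme wells.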
AMA1-RON2 inh: qHTS for Inhibitors of AMA1-RON; Towards Development of Antimalarial Drug Lead: Primary Screen; AlphaScreen AMA1-biotinylated RON2 peptide binding; Potency, µM (titrated, usually from 58.2 µM), inactives show at the top dose activity change, negative = inhibition, most hits filed as inhibitors; 360,000 tested, 0.2% active; AID 720542, 2013;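 note: potency is the fitted concentration of half-maximal effect; 0% = vehicle wells and -100% = peptide control; nearly all actives have a fitted effect of over 45% in size; some results filed as inactive show a strong effect at the top dose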
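AMA1 (3D7) with his tag at 25 nM final met compounds first, then biotinylated RON2 peptide at 25 nM; detection used donor plus acceptor beads, 10 µg/mL apiece, read by AlphaScreen after 30 min at room temperature.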
Cycloheximide cs: Cycloheximide Counterscreen for Small Molecule Inhibitors of Shiga Toxin; cell reporter, cycloheximide protein synthesis inhibition counterscreen; max response, %; 300,000 tested, 12% active; in the data active = max response mostly above about 13%, no sharp cut-off; inactive = mostly below about 14%; note: read at 38.3 µM for the half of the compounds with a filed dose; 0% is about no effect
Pf growth 48h: Primary qHTS for delayed death inhibitors of the malarial parasite plastid, 48 hour incubation | 310,000 tested, 5.9% active | P. falciparum luciferase growth in erythrocytes, 48 h | Potency, µM (top dose mostly 28.7 µM), for inactives: at the highest dose activity change, negative = inhibition, actives largely listed as inhibitors; note: potency is the fitted concentration of half-maximal effect; % is set by controls: 0 for no effect and ±100 for the full control effect
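Cell-based growth assay: transgenic P. falciparum expressing firefly luciferase, cultured in red cells within RPMI 1640 containing 0.5% w/v Albumax, 24 mM bicarbonate and gentamycin. A drop in luciferase activity indicates inhibition.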
Numbers without * were called inactive; ? = inconclusive; / = not tested or not shown; & = joins results of further samples; [ ] = dose if it differs, or a comment. Unless noted, calls come from the whole dose curve; as a rule, active = well fitted curve in the direction sought with a large enough effect; inconclusive = small, poorly fitted or top-dose-only effect, or another doubt; inactive = no such curve, though single readings can be large; an effect the other way counts as inactive or inconclusive.

SMILES	Tb PYK inh	Pf growth 96h	Shiga inhibitor	LmPK inhibitor	AMA1-RON2 inh	Cycloheximide cs	Pf growth 48h
CCNC(=S)Nc1ccc(S(=O)(=O)Nc2cc(C)nc(C)n2)cc1	2%	10%	-7	2%	-8%	-2	5%
COc1ccc2cc3c(N)nn(C(=O)Cc4c[nH]c5ccccc45)c3nc2c1	-1%	?	-10	-3%	7%	-1	?
COc1ccccc1CCC(=O)N(C)C1CCCN(Cc2ccccc2F)C1 (centres undefined)	0%	10µM*	7	-6%	0%	0	-2%
O=C(Cn1[nH]c(=O)c2ccccc2c1=O)OCC(=O)N1CCc2ccccc2C1	6%	-12%	-11	10%	-14%	1	/
Cc1ccc(CNC(=O)Cn2cnc(S(=O)(=O)N3CCC(C)CC3)c2)o1	0%	-10%	-9	7%	-6%	19	-2%
COc1ccc(CC/C(=N\O)C2(O)CCCCC2)cc1	-3%	-29%	29	7%	1%	1	2%
CCCCCN(C(=O)CCC(=O)OCC(=O)Nc1cccc(SC)c1)c1c(N)n(CCCC)c(=O)[nH]c1=O	0%	32%[activator]	/	/	-8%	/	-2%
Cc1onc(-c2ccccc2)c1C(=O)N1CCN(C)CC1	0%	-13%	-12	4%	4%	-3	/
CN(C)/C=N/c1nc2nccc(-c3ccc(Cl)cc3)n2n1	0%	-15%	-23	-3%	0%	1	?
COc1cc(SC)ccc1C(=O)Nc1ccccc1	-7%	?	94*	-6%	11%	37*	/
COc1cccc(CNC(=O)CN2CCC(c3nc4ccc(C)cc4[nH]3)CC2)c1	1%	-2%	12	0%	-2%	-4	-16%
Cc1nn(Cc2ccccc2)c(C)c1C(=O)OCC(=O)Nc1cccc(S(N)(=O)=O)c1	1%	16%	-12	8%	-3%	-3	0%
Cc1cc(C)cc(C(=O)NC(=S)Nc2ccc(-c3cc4ccccc4oc3=O)cc2)c1	-11%	-21%	-8	0%	-7%	-4	34%[activator]
CC(C)(O)[C@@H]1CC(=O)[C@]2(C)[C@H](CC[C@@]3(C)[C@H](c4ccoc4)OC(=O)[C@H]4O[C@]432)[C@@]1(C)/C=C\C(=O)O	-3%	40%[activator]	/	/	-1%	/	46%[activator]
O=C(NCCN1CCOCC1)c1ccccc1-c1ccccc1	1%	-28%	-2	0%	-1%	-2	2%
COCCNC(=O)c1ccccc1NC(=O)CN(c1ccc2c(c1)OCO2)S(C)(=O)=O	6%	1%[5.75 µM]	-50	1%	0%	2	-4%
O=C(NCC1CCCO1)c1cccc(NS(=O)(=O)c2ccccc2)c1 (centres undefined)	4%	?	/	/	4%	/	-2%
NS(=O)(=O)c1ccc(NC(=O)COC(=O)c2cn(-c3ccccc3)nc2-c2ccc(F)cc2)cc1	-6%	42%[activator]	12	-1%	-5%	-6	27%
N#Cc1ccccc1NC(=S)Nc1ccc(F)cc1	6%	16%	16	4%	18%	-7	20%
COC(=O)/C(N=Nc1c(C)n(C)n(-c2ccccc2)c1=O)=C(\C)O	2%	0%	-3	5%	101%[activator]	0	18%
C=CCN1C(=O)C(CC(=O)O)SC1=Nc1ccc(N=Nc2ccccc2)cc1 (centres undefined)	2%	-12%	16	5%	-4%	12	17%
COc1ccccc1C(=O)NC(=S)Nc1ccc(NC(=O)c2ccco2)cc1	-3%	5.2µM*	23	6%	-15%	8	?
Cc1cccc(CNC(=O)C2CCC(=O)N(C3CCCCCC3)C2)c1 (centres undefined)	1%	?	15	-7%	-11%	-1	-10%
CCOC(=O)[C@H]1[C@H]2COc3ccc(C)cc3[C@@H]2N2C(=O)c3ccc(C)cc3NC(=O)[C@@]12C	3%	?	/	/	-5%	/	?
Cc1nc2ccccc2c(=O)n1/N=C/c1cc(Br)ccc1O	0%	-17%	24	-5%	36%[activator]	8	?

Full records as entered above:
Listed for `CC(C)(O)[C@@H]1CC(=O)[C@]2(C)[C@H](CC[C@@]3(C)[C@H](c4ccoc4)OC(=O)[C@H]4O[C@]432)[C@@]1(C)/C=C\C(=O)O` = Tb PYK inh = -3%; Pf growth 96h = 40%[activator]; Shiga inhibitor = /; LmPK inhibitor = /; AMA1-RON2 inh = -1%; Cycloheximide cs = /; Pf growth 48h = 46%[activator]
Listed for `C=CCN1C(=O)C(CC(=O)O)SC1=Nc1ccc(N=Nc2ccccc2)cc1` (centres undefined) = Tb PYK inh = 2%; Pf growth 96h = -12%; Shiga inhibitor = 16; LmPK inhibitor = 5%; AMA1-RON2 inh = -4%; Cycloheximide cs = 12; Pf growth 48h = 17%

Later entries:
SMILES	Tb PYK inh	Pf growth 96h	Shiga inhibitor	LmPK inhibitor	AMA1-RON2 inh	Cycloheximide cs	Pf growth 48h
COc1cc(Br)c(Br)c(Br)c1N	12%	11%	8	-14%	-10%	-1	-11%
CC1CCN(C(=O)C2CCCN(c3ncnc4c3nc3n4CCCCC3)C2)CC1 (centres undefined)	1%	9.3µM*	-6	2%	-2%	-2	-22%
CCn1c(/C=C/c2ccc(O)cc2)nc2ccccc2c1=O	4%	?	9	7%	-18%	10	-1%
Cc1ccccc1C(=O)NC(=S)Nc1ccc(N2CCOCC2)cc1	0%	-4%	6	10%	2%	11*	15%
Cc1nc2ccccn2c1-c1ccnc(=S)[nH]1	-27%	45%[activator]	-5	-17%	69%[activator]	3	34%[activator]
CCN(CC)C(=O)CC(c1cc(OC)c(OC)c(OC)c1)c1c(OC)cc(OC)c2c(-c3ccccc3)cc(=O)oc12 (centres undefined)	-6%	4.1µM*	4&-11	1%	-25%	22&-5	4.7µM*
COC(=O)c1c[nH]n2c(=O)cc(C)nc12	3%	286%[activator]	-8	-2%	1%	6	?
CCc1sc(NS(C)(=O)=O)nc1-c1ccccc1	3%	-10%	-14	9%	-13%	-3	/
Cc1ccc(CN2C(=O)CCC2C(=O)NCCN2CCOCC2)cc1 (centres undefined)	5%	?	16	1%	0%	-1	-4%
COc1cccc(C(=O)NC(=S)Nc2ccc3c4c(cccc24)CC3)c1	-5%	90%[activator]	8	-1%	-2%	-1	-5%
CCOc1ccc2nc(-c3ccccc3)[nH]c2c1	-1%	1%	71*	?	16%	35*	32%[activator]
Cc1ccc(C)c(N2CCN(C(=O)CCCn3c(=O)c4cccn4c4cccnc43)CC2)c1	-1%	13µM*	-9	-5%	-17%	-2	?
CC(C)c1ccc(OCC(=O)N2CCCCCC2)c(Br)c1	-14%	8%	80*	1%	25%	25*	46%[activator]
Cc1cc(NC(=O)c2cnn3c(C(F)F)cc(C4CC4)nc23)no1	-6%	?	-8	2%	3%	-1	-10%
CCCCNC(=O)CCn1c(=O)c2ccccc2n(CC(=O)NCCc2ccc(OC)c(OC)c2)c1=O	3%	-13%	-15	0%	4%	1	10%
Cn1c(N)c(C(=O)CSc2nnc(-c3c[nH]c4ccccc34)n2C2CC2)c(=O)[nH]c1=O	-5%	6.6µM*	/	/	-18%	/	?
O=C(Nc1ccccc1)NC1(C(=O)NCc2ccc3c(c2)OCO3)CCCCC1	-1%	?	-6	-5%	34%[activator]	2	-21%
CCN(CC)CCOc1ccc2c(c1)C(=NNC(=O)c1ccccn1)c1cc(OCCN(CC)CC)ccc1-2	1%	?	10	-2%	-2%	-2	0.37µM*
CCOc1ccccc1NC(=O)CSCC(=O)Nc1ccccc1	1%	?	-11	3%	4%	1	/
CN1CCN(C(=S)Nc2cccc(Cl)c2)CC1	-13%	-2%	-7	1%	11%	0	21%
COc1ccc(-c2nc3ccc(C(=O)N4CCC5(CC4)OCCO5)cc3nc2-c2ccc(OC)cc2)cc1	0%	?	-10	2%	16%	5	?
CCCc1cc(=O)oc2c(CN(CC)CC)c(O)c(Cl)cc12	-3%	?	7	-5%	-2%	-2	30%[activator]
Cc1ccc(NC(=O)c2ccc(CSc3nnc(C)s3)cc2)cc1	-4%	462%[activator]	140*	2%	0%	55*	109%[activator]
Cc1ccc(C)c(Oc2coc3cc(OCC(=O)Nc4ccccc4C(C)C)ccc3c2=O)c1	/	7.4µM*	-8	2%	/	-3	13µM*
Cc1nc(Cc2nnc(SCC(=O)Nc3c(C)cccc3C)o2)cs1	4%	33%[activator]	/	/	2%	/	11%

(cont.)
SMILES	Tb PYK inh	Pf growth 96h	Shiga inhibitor	LmPK inhibitor	AMA1-RON2 inh	Cycloheximide cs	Pf growth 48h
COc1cc(-c2nnc(-c3ccncc3)o2)ccc1OCc1ccccc1	-3%	-12%	-17	4%	7%	-11	10%
CCOc1ccccc1-n1c(CNc2ccc(F)cc2)nnc1SCC(=O)NCc1ccco1	-9%	5%	29	2%	12%	22*	12µM*
COc1cc(NC(=O)Nc2cccc3cccnc23)cc(OC)c1OC	-2%	-21%	26	-2%	-14%	16*	?
COc1ccc(/C=N/NC(=O)CCOc2ccccc2C)cc1OC	-3%	?	15	6%	-2%	7	-13%
CC12CCC(C(=O)N(CC(O)CN3CCN(Cc4ccccc4)CC3)C1=O)C2(C)C (centres undefined)	2%	-2%	-11	-2%	-20%	-3	7%
CN(C)CCCNc1nc2sc3c(c2c(=O)n1CCc1ccccc1)CCCCC3	-3%	4.1µM*	-10	3%	-17%	2	6.6µM*
CCCCc1c(C)nc2c(OC)cccc2c1SCCC(=O)O	-17%	-19%	-8	-7%	-1%[11.6 µM]	-2	-5%
CNc1nc2c(-c3ccc(Cl)cc3)nnn2c2ccccc12	-11%	-23%	17	5%	-10%	15	2%
Cc1ccc(S(=O)(=O)N2CCN=C2SC(C)c2ccccc2)cc1 (centres undefined)	-5%	?	-5	-5%	7%	8	-4%
CCOc1ccccc1OCC(=O)NNC(=O)Cn1cnc2c1c(=O)n(C)c(=O)n2C	4%	-19%	3	-4%	69%[activator]	-4	-75%
CC(=O)OCC(=O)Nc1c(C)cc(C)cc1C	2%	-10%	-9	-1%	4%	0	-18%
O=C(CNS(=O)(=O)c1ccc(F)cc1)N1CCN(c2ccc(F)cc2)CC1	-3%	/	-5	-4%	-1%	-2	1%
COc1cc(CNC(C)(C)CO)cc(Br)c1OCc1ccc(Cl)cc1Cl	-7%	13µM*	-3	0%	-7%	-5	12µM*
COc1ccc(OCC(=O)O/N=C(\N)c2ccc(OC)cc2)cc1	8%	51%[activator]	25	2%	0%	8	52%[activator]
Cc1c(Cl)cccc1NC(=S)N1CCc2ccccc2C1	-2%	?	5	0%	18%	-1	-6%
Cc1nc2cc(C(=O)O)ccc2n1C1CCCCC1	1%	-15%	1	-7%	-11%	1	20%
O=C(O)CCCNC(=O)Nc1ccccc1	-17%	-4%	-14	2%	5%	-5	11%
COc1ccccc1NC(=O)c1ccc(NC(=O)COC(=O)c2ccc(O)cc2)cc1	1%	-22%	/	/	6%	/	?
CCC(C)NC(=O)CN1C(=O)CN=C(c2ccccc2)c2ccccc21 (centres undefined)	-1%	-28%	19	-3%	-13%	8	-1%
Cc1ccsc1C(=O)N1CC(=O)Nc2ccccc21	-1%	?	22	9%	-15%	-6	?
CCC(c1nnnn1Cc1ccccc1)N1CCN(C(=O)c2ccco2)CC1 (centres undefined)	4%	2%	-22	1%	-8%	1	-22%
NS(=O)(=O)c1ccc(NC(=O)Nc2ccc(S(N)(=O)=O)cc2)cc1	5%	14%	1	-4%	-11%	-1	5%

Assay outcomes from PubChem BioAssay.
